Pf Dd2 growth: P. falciparum Dd2 growth inhibition. SYBR Green, 72 h; hits give low values. activity change, % at 10 µM. 2.3% of 94,000 active. AID 1159554; in the data active = activity change below about -80%
T cruzi growth: inhibitors of T. cruzi proliferation | T. cruzi beta-gal in NIH3T3, GalScreen luminescence, 90 h | inhibition, % at 8.34 µM | 5.9% of 77,000 active | AID 624255;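 active = mean inhibition above about 93%, with at least 55% of replicates each passing it, limit read from the data, passing the limit was not always enough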
C diff HTS: inhibitors of Clostridium difficile growth; Clostridium difficile clinical isolate growth, OD600, 24 h; hits give low values; growth activity, negative = inhibition, % at 16 µg/mL (by protocol); 0.25% of 86,000 active; AID 1259249;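 active = mean growth activity at or below -80% and every replicate also at or below -80%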;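 also: 0% = DMSO wells and -100% = levofloxacin 16 µg/mL wells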
KDM4C inh: blocks human GASC-1 (KDM4C) demethylase activity; Q9H3R0; GST-KDM4C 2-372, H3K9me3 peptide, LANCE TR-FRET; inhibition, % at 12.5 µM; 0.15% of 96,000 active; AID 720574;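 active = mean replicate inhibition above about 25%, with at least 55% of replicates also reaching it, limit read from the data, passing the limit was not always enough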
Target sequence (Q9H3R0 2-372 limits assumed): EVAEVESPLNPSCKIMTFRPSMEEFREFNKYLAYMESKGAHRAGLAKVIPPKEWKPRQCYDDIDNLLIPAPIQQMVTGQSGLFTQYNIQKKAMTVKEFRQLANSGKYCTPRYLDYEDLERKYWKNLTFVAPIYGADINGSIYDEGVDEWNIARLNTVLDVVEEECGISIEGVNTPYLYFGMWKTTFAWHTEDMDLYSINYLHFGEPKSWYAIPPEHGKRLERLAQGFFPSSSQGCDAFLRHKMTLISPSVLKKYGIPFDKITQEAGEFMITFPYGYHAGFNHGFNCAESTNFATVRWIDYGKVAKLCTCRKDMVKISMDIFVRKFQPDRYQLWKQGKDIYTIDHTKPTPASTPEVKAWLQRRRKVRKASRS
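material = GST-tagged GASC-1 (JMJD2C) catalytic fragment, aa 2-372 | amount = enzyme final amount 10 nM | medium = HEPES buffer, pH 7.5, plus ascorbate | also added = H3K9me3 peptide substrate, Fe(II), 2-oxoglutarate | dosing = single dose | times = 30 min demethylation and 1 h detection at room temperature | detection = LANCE TR-FRET | read-out basis = Fall in 671/618 emission ratio as inhibition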
The depositor's hits bear a star; nt = not tested or not shown. No enrichment for hits, and some 6.8% of all compounds hit somewhere here.

no.	compound	Pf Dd2 growth	T cruzi growth
1	O=C(C[C@H]1C=C[C@@H](NC(=O)C2CCOCC2)[C@H](CO)O1)NCc1ccccc1Cl	30	nt
2	C[C@@H]1CN([C@H](C)CO)C(=O)c2cc(C3=CCCCC3)cnc2O[C@@H]1CN(C)C(=O)Nc1ccc(F)cc1	10	33
3	CCC(=O)N1CC2(C1)[C@H](c1ccccc1)[C@@H](CO)N2C(=O)c1ccccc1	7	nt
4	Cc1noc(C)c1NC(=O)Nc1ccc2c(c1)C(=O)N([C@@H](C)CO)C[C@@H](C)[C@H](CN(C)Cc1ccc(C(=O)O)cc1)O2	23	2
5	C[C@@H]1CCCCO[C@@H](CN(C)S(=O)(=O)c2cn(C)cn2)[C@H](C)CN([C@@H](C)CO)C(=O)c2cc(NS(=O)(=O)c3ccc(F)cc3)ccc2O1	26	43
6	CCCNC(=O)Nc1ccc2c(c1)C(=O)N(C)C[C@H](OC)[C@@H](C)CN(C(=O)c1ccccc1F)[C@H](C)CO2	23	12
7	C[C@@H]1CN([C@@H](C)CO)C(=O)c2c(c3ccccc3n2C)-c2ccccc2CO[C@H]1CN(C)C(=O)Cc1ccccc1	-86*	20
8	C[C@H](O)C#Cc1ccc([C@@H]2[C@H]3CN(S(=O)(=O)c4ccccc4)CCCCN3[C@H]2CO)cc1	-22	107*
9	C[C@H]1CN([C@@H](C)CO)C(=O)c2cc(NC(=O)Nc3cccc4ccccc34)ccc2O[C@@H]1CN(C)Cc1ccccc1	-4	90
10	O=C(Nc1ccc(Cl)c(Cl)c1)N[C@@H]1CC[C@@H](CCn2cc(C3CCCC3)nn2)O[C@@H]1CO	-41	nt

no.	C diff HTS	KDM4C inh
1	39	5.1
2	9	0.3
3	3	-1.6
4	nt	0.9
5	-1	7.7
6	nt	1.3
7	-7	-2.0
8	-11	nt
9	-1	1.6
10	-6	-0.3

Continued; the last two above are carried over.
no.	compound	Pf Dd2 growth	T cruzi growth
9	C[C@H]1CN([C@@H](C)CO)C(=O)c2cc(NC(=O)Nc3cccc4ccccc34)ccc2O[C@@H]1CN(C)Cc1ccccc1	-4	90
10	O=C(Nc1ccc(Cl)c(Cl)c1)N[C@@H]1CC[C@@H](CCn2cc(C3CCCC3)nn2)O[C@@H]1CO	-41	nt
11	COc1ccc2c3c([nH]c2c1)[C@@H](CO)N(C(=O)NC(C)C)CC31CCN(C(=O)c2ccncc2)CC1	49	nt
12	COc1cccc(NC(=O)N(C)C[C@@H]2Oc3cc(-c4ccccc4F)ccc3S(=O)(=O)N([C@H](C)CO)C[C@@H]2C)c1	-76	98*
13	C[C@@H]1CN([C@@H](C)CO)C(=O)c2cc(NC(=O)Cc3cn(C)c4ccccc34)ccc2O[C@H]1CN(C)CC1CCCCC1	-9	98
14	O=S(=O)(c1ccccc1)N1CC[C@@H]2[C@@H](CO)Nc3ccc(Br)cc3[C@@H]21	-9	67
15	C[C@H]1CN([C@@H](C)CO)S(=O)(=O)c2ccc(C#Cc3ccncc3)cc2O[C@@H]1CN(C)S(=O)(=O)c1ccccc1	-93*	23
16	Cc1ccc(S(=O)(=O)Nc2ccc3c(c2)C(=O)N([C@H](C)CO)C[C@@H](C)[C@@H](CN(C)S(=O)(=O)c2ccc(Cl)cc2)OCCCC[C@H](C)O3)cc1	-86*	117*
17	C[C@H]1CN([C@@H](C)CO)C(=O)c2cccc(NC(=O)Nc3ccc4c(c3)OCO4)c2O[C@H]1CN(C)C(=O)NC1CCCCC1	-48	27
18	C[C@H](CO)N1C[C@H](C)[C@@H](CN(C)S(=O)(=O)c2ccc(F)cc2)Oc2c(NC(=O)C3CCOCC3)cccc2C1=O	13	34
19	C[C@H]1CCCCO[C@@H](CN(C)Cc2ccncc2)[C@@H](C)CN([C@@H](C)CO)C(=O)c2cc(NS(=O)(=O)c3ccc(Cl)cc3)ccc2O1	-43	91
20	COCC(=O)N1CC[C@@H]2[C@@H](CO)Nc3ccc(-c4ccc(C(=O)N(C)C)cc4)cc3[C@@H]21	3	67

no.	C diff HTS	KDM4C inh
9	-1	1.6
10	-6	-0.3
11	-3	0.5
12	0	nt
13	-1	0.3
14	4	-2.1
15	4	28*
16	11	1.4
17	8	-0.8
18	-1	0.9
19	-4	2.1
20	-8	14

Next part
no.	compound	Pf Dd2 growth	T cruzi growth
21	Cc1noc(C)c1NC(=O)Nc1ccc2c(c1)CC(=O)N([C@@H](C)CO)C[C@@H](C)[C@@H](CN(C)Cc1ccc(-c3ccccc3)cc1)O2	12	42
22	O=C(N[C@@H]1CC[C@@H](CCNC(=O)c2cnccn2)O[C@@H]1CO)c1ccc2c(c1)OCO2	-9	-30
23	COc1ccc(-c2ccccc2[C@@H]2[C@@H](C#N)N(C(=O)C3CCCCC3)[C@H]2CO)cc1	0	nt
24	Cc1ccc(-c2cnc3c(c2)C(=O)N([C@@H](C)CO)C[C@H](C)[C@@H](CN(C)S(C)(=O)=O)O3)cc1	35	nt
25	CO[C@H]1CN(C)C(=O)c2cc(NS(=O)(=O)c3cccc(F)c3)ccc2OC[C@@H](C)NC[C@@H]1C	27	11
26	CCCNC(=O)Nc1ccc2c(c1)C(=O)N(C)C[C@H](OC)[C@@H](C)CN(C(C)=O)[C@@H](C)CO2	6	nt
27	C[C@@H]1CN([C@@H](C)CO)S(=O)(=O)c2ccc(C#C[C@@H](C)O)cc2O[C@@H]1CN(C)CC1CC1	19	-53
28	COc1ccc(NC(=O)Nc2ccc3c(c2)C(=O)N([C@H](C)CO)C[C@@H](C)[C@@H](CN(C)S(=O)(=O)c2ccc(Cl)cc2)OCCCC[C@@H](C)O3)cc1	-40	nt
29	COc1ccc(NC(=O)N(C)C[C@@H]2Oc3ccc(NC(=O)NC(C)C)cc3C(=O)N([C@@H](C)CO)C[C@@H]2C)cc1	10	nt
30	Cn1cnc(S(=O)(=O)N[C@@H]2C=C[C@@H](CC(=O)NCC3CCCCC3)O[C@H]2CO)c1	-4	nt

no.	C diff HTS	KDM4C inh
21	-4	-0.4
22	nt	0.8
23	-3	0.0
24	-6	-0.5
25	nt	-0.6
26	-4	0.4
27	-3	3.5
28	-9	-1.8
29	-3	1.5
30	-2	1.3

Following part
no.	compound	Pf Dd2 growth	T cruzi growth
31	C[C@@H]1CN([C@H](C)CO)C(=O)c2cc(NC(=O)C3CC3)ccc2O[C@H]1CN(C)Cc1ccc2c(c1)OCO2	-29	8
32	Cc1ccc(S(=O)(=O)NCC[C@@H]2CC[C@H](NC(=O)Nc3cccc(F)c3)[C@@H](CO)O2)cc1	-4	-32
33	CN1CCN(C(=O)C[C@H]2C=C[C@H](NS(=O)(=O)c3cccc(F)c3)[C@H](CO)O2)CC1	-36	7
34	CCCNC(=O)C[C@@H]1C[C@H]2c3cc(NC(=O)CC4CC4)ccc3O[C@H]2[C@H](CO)O1	-1	-50
35	C[C@@H]1CN([C@@H](C)CO)S(=O)(=O)c2ccc(-c3cccnc3)cc2O[C@H]1CN(C)C(=O)CC1CC1	-3	32
36	COc1ccc(CNC(=O)C[C@@H]2C[C@H]3c4cc(NC(=O)C5CCC5)ccc4O[C@H]3[C@H](CO)O2)cc1	-8	177*
37	O=C(Nc1cccc(F)c1)N1CCCCN2[C@H](CO)[C@@H](c3ccc(C#Cc4ccccc4)cc3)[C@H]2C1	-66	60
38	Cc1cccc(S(=O)(=O)N2CCCCN3[C@H](C2)[C@H](c2ccc(-c4ccncc4)cc2)[C@@H]3CO)c1	-8	84
39	C[C@H](CO)N1C[C@H](C)[C@H](CN(C)C(=O)NC2CCCCC2)OCCCC[C@H](C)Oc2ccc(NS(=O)(=O)c3cccs3)cc2C1=O	-36	49
40	C[C@H]1CN([C@@H](C)CO)C(=O)Cc2cc(N(C)C)ccc2O[C@@H]1CN(C)Cc1ccc(C(F)(F)F)cc1	8	119*

no.	C diff HTS	KDM4C inh
31	0	1.7
32	5	-0.2
33	nt	-2.2
34	-1	41*
35	4	-0.6
36	-3	0.0
37	19	0.7
38	10	-1.6
39	8	-0.7
40	-9	-0.7

(cont.)
no.	compound	Pf Dd2 growth	T cruzi growth
41	C[C@H]1CN([C@@H](C)CO)C(=O)c2cc(NC(=O)Nc3ccc(C(F)(F)F)cc3)ccc2O[C@H]1CN(C)CC1CCCCC1	-48	71
42	O=C(NC1Cc2ccccc2C1)[C@@H]1[C@@H](CO)[C@@H]2Cn3c(ccc(C4=CCCCC4)c3=O)[C@H]1N2CC1CC1	-24	45
43	COc1ccc(NC(=O)Nc2ccc3c(c2)C(=O)N([C@H](C)CO)C[C@H](C)[C@@H](CN(C)S(=O)(=O)c2ccc(C)cc2)O3)cc1	-4	26
44	C[C@@H]1CN([C@H](C)CO)C(=O)Cc2cc(NC(=O)Nc3ccc(F)cc3)ccc2O[C@H]1CN(C)Cc1ccccc1	-12	40
45	C[C@@H]1CN([C@H](C)CO)C(=O)c2cccc(NC(=O)C3CCOCC3)c2O[C@@H]1CN(C)C(=O)Nc1cccc2ccccc12	19	15
46	CC(C)N(C[C@@H]1N[C@@H](CO)[C@@H]1c1ccccc1)S(=O)(=O)c1ccccc1	-7	19
47	CC(=O)N(C)C[C@H]1Oc2cc(C#CC3(O)CCCC3)ccc2S(=O)(=O)N([C@@H](C)CO)C[C@@H]1C	15	18
48	CC(C)NC(=O)N[C@@H]1C=C[C@H](CC(=O)N2CCCCC2)O[C@H]1CO	5	-30
49	COc1ccccc1-c1cnc2c(c1)C(=O)N([C@@H](C)CO)C[C@@H](C)[C@H](CN(C)C(=O)c1ccncc1)O2	9	14
50	CC(C)NC(=O)Nc1ccc2c(c1)CC(=O)N([C@H](C)CO)C[C@H](C)[C@H](CN(C)S(=O)(=O)c1cccs1)O2	-63	58

no.	C diff HTS	KDM4C inh
41	2	nt
42	5	-1.9
43	-6	-4.5
44	-21	0.4
45	-1	1.1
46	3	1.2
47	0	-1.2
48	nt	0.9
49	4	-2.2
50	-4	11

Remaining list, next part
no.	compound	Pf Dd2 growth	T cruzi growth
51	CCCN1[C@@H]2c3cccc(=O)n3C[C@@H]2[C@@H](CO)[C@@H]1C(=O)NC1Cc2ccccc2C1	8	-2
52	CN(C)C(=O)c1cccc(-c2ccc([C@H]3[C@H]4CN(C(=O)CC5CC5)CC(=O)N4[C@H]3CO)cc2)c1	7	nt
53	CCCC(=O)Nc1ccc2c(c1)OC[C@@H](C)NC[C@H](C)[C@H](OC)CN(C)C2=O	14	-4
54	CCCC#Cc1cnc2c(c1)C(=O)N([C@H](C)CO)C[C@H](C)[C@@H](CN(C)C(=O)Nc1ccccc1F)O2	-23	25
55	CC(=O)N1[C@H](CO)[C@@H](c2ccc(-c3ccc(F)cc3)cc2)[C@H]1CNC(=O)C1CC1	10	-36
56	CC(C)NC(=O)N[C@H]1CC[C@H](CCN)O[C@H]1CO	26	9
57	CNC(=O)C[C@@H]1CC[C@H]2[C@H](COc3ccc(NC(=O)Nc4cccc(C)c4)cc3C(=O)N2C)O1	-1	48
58	O=C(C[C@H]1CC[C@@H](NC(=O)c2ccc(F)cc2)[C@H](CO)O1)NCCc1ccncc1	5	80
59	C[C@@H]1CN([C@@H](C)CO)C(=O)c2ccccc2-c2ccccc2CO[C@@H]1CN(C)C(=O)CCC(F)(F)F	0	-21
60	C[C@@H]1CN([C@@H](C)CO)S(=O)(=O)c2ccc(C#C[C@@H](C)O)cc2O[C@@H]1CN(C)C(=O)C1CCCCC1	-3	60

no.	C diff HTS	KDM4C inh
51	3	0.2
52	-1	0.2
53	nt	3.2
54	-8	5.3
55	-6	-1.3
56	nt	-1.7
57	-3	-3.4
58	-3	0.3
59	-5	0.2
60	4	-0.2

Complete entries, looked up by structure.
`CCCN1[C@@H]2c3cccc(=O)n3C[C@@H]2[C@@H](CO)[C@@H]1C(=O)NC1Cc2ccccc2C1` as listed: Pf Dd2 growth = 8; T cruzi growth = -2; C diff HTS = 3; KDM4C inh = 0.2
`CCCC(=O)Nc1ccc2c(c1)OC[C@@H](C)NC[C@H](C)[C@H](OC)CN(C)C2=O` as listed: Pf Dd2 growth = 14; T cruzi growth = -4; C diff HTS = nt; KDM4C inh = 3.2

The results go on:
no.	compound	Pf Dd2 growth	T cruzi growth
61	COCC(=O)Nc1ccc2c(c1)[C@@H]1C[C@@H](CC(=O)N[C@@H](C)c3ccccc3)O[C@@H](CO)[C@@H]1O2	-1	50
62	COc1cccc(NC(=O)Nc2ccc3c(c2)C(=O)N(C)[C@H]2CC[C@H](CC(=O)O)O[C@H]2CO3)c1	-48	-50
63	COc1ccc(NC(=O)Nc2ccc3c(c2)C(=O)N([C@@H](C)CO)C[C@@H](C)[C@H](CN(C)Cc2ccc(Oc4ccccc4)cc2)O3)cc1	-30	16
64	COc1cccc(C(=O)Nc2ccc3c(c2)C(=O)N(C)C[C@H](OC)[C@@H](C)CN(C)[C@@H](C)CO3)c1	26	-36

no.	C diff HTS	KDM4C inh
61	-6	2.0
62	1	5.3
63	-1	1.6
64	nt	0.3

Bioassay records as filed in PubChem BioAssay.
